Source: PubChem BioAssay
CRFBP-R2 block – CRF-BP/CRF-R2 complex antagonism; HEK293 CRF-R2/CRF-BP, CRF-induced calcium fluorescence; inhibition, % at 11.8 µM; actives 0.59% (n = 350,000); AID 588475;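 active = inhibition of the ligand-induced calcium signal above about 50% at the single tested concentration, limit read from the data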
HCV NS3 hel inh – blocks Hepatitis C virus NS3 helicase unwinding. actives 0.56% (n = 290,000). inhibition, % at 10.9 µM. AID 1800. NS3 helicase DNA unwinding, Cy5 molecular beacon fluorescence;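 active = inhibition above the mean of all tested compounds plus 3 SD, set per campaign, cut at about 35% in these data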;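 also: 0% = DMSO wells and 100% = thioflavine S control wells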
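Assay system – hepatitis C virus NS3 helicase domain fragment enzyme · Buffer or medium – MOPS pH 6.5, MgCl2, DTT, Tween20, BSA · Reagent – Cy5/quencher beacon DNA duplex and ATP to start · Compound – single 10.9 µM dose · Timing – 1 h at 25 °C · Technique – Cy5 beacon fluorescence read at start and 1 h · Measure – % inhibition of unwinding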
IMP-1 inhibitor – blocks Pseudomonas aeruginosa IMP-1 metallo-beta-lactamase | purified IMP-1, nitrocefin hydrolysis, epi-absorbance fluorescence | inhibition, % at 5.6 µM | actives 0.45% (n = 290,000) | AID 1556;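 active = inhibition above the mean plus 3 SD of all compounds in the same screening run, cut at about 4.5% in these data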;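 also: 0% = IMP-1 with DMSO and 100% = DMSO wells lacking enzyme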
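Material – recombinant IMP-1 enzyme, purified · Amount – IMP-1 0.2 nM before substrate addition · Medium – HEPES buffer pH 7.1 with ZnSO4 and Brij 35 · Timing – 25 °C, 15 min preincubation, 25 min reaction · Measured by – plate fluorescence quenching by hydrolysis product, ex 480/em 530 nm · Read-out – percent enzyme inhibition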
IDE cell activ – boosts human insulin-degrading enzyme activity in HEK cells | AID 493087 | activation, % at 5.96 µM | P14735 | actives 0.073% (n = 340,000) | FAbeta-B cleavage, fluorescence polarization; 0% vehicle, 100% cell-free pure enzyme wells;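 active = activation above the mean of all tested compounds plus 3 SD, set per screening campaign, cut at about 17% in these data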
IDE inh – cellular human IDE inhibition | P14735 | HEK cells, FAbetaB cleavage, fluorescence polarization | inhibition, % at 5.59 µM | actives 0.41% (n = 320,000);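 active = percent inhibition above the average of all tested compounds plus 3 SD, set per screening campaign, cut at about 16% in these data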;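 also: IDE supplied by intact live HEK cells; FP after avidin binding of uncleaved biotin substrate so inhibition keeps polarization high; 0% = DMSO wells and 100% = 60 µM reference IDE inhibitor Ii1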
UBC9 SUMO inh – blocks human SUMOylation mediated by UBC9. HTRF SUMOylation assay, SAE1/SAE2 + UBC9, in vitro. inhibition, % at 35 µM. actives 0.36% (n = 290,000); in the data active = inhibition above about 50%, passing the limit was not always enough; also: strong numbers were not always called active
Target sequence (P63279 whole entry, looked up): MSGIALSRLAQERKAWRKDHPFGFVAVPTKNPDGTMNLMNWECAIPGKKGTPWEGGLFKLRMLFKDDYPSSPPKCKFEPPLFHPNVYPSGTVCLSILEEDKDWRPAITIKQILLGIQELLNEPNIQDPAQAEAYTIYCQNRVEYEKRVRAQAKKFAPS
VIM-2 inh – inhibitors of Pseudomonas aeruginosa VIM-2 metallo-beta-lactamase. purified VIM-2, nitrocefin hydrolysis, epi-absorbance fluorescence. inhibition, % at 5.6 µM. actives 0.89% (n = 290,000). AID 1527;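 active = inhibition above the mean of all tested compounds plus 3 SD, cutoff set per screening run, cut at about 7.5% in these data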;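 also: red hydrolysis product quenches plate fluorescence so inhibitors raise well fluorescence; 0% = enzyme with DMSO and 100% = DMSO without enzyme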
p-CIP stab down – p/CIP protein destabilization | Q05BA5 | F442A p/CIP-EGFP cells, EGFP fluorescence, 16 h | decrease of EGFP signal, % at 10 µM | actives 0.01% (n = 290,000);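 active = EGFP signal decrease of at least 30% at 10 µM or well 3 SD below plate mean, unless failing retest; inactive = the rest, including hits failing retest or dose response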; also: some compounds called inactive have numbers as strong as hits; many of its hits are not listed in these tables
GalR3 antag – antagonists of human GalR3 | HEK293 GalR3-CNG cAMP membrane potential fluorescence; galR3 body fused to GalR1 C-terminus | inhibition, % at 3 µM | AID 651719 | actives 0.44% (n = 360,000);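 active = inhibition above the screen-wide average plus 3 SD, cut at about 13% in these data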;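 also: forskolin and galanin both at EC90 stimulate the cells; cAMP rise reported by CNG channel membrane potential dye signal; 0% = forskolin plus galanin with DMSO and 100% = forskolin alone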
Target sequence (O60755 1-299 limits assumed): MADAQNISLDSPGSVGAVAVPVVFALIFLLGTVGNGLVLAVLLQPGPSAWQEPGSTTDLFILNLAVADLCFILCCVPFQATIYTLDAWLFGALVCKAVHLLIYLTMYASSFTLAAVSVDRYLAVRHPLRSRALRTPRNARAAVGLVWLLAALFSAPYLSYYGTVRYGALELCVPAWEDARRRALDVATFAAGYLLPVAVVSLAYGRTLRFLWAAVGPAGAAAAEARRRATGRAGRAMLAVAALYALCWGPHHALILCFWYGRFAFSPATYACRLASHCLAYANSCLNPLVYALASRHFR
* hit, by the source's call; · = no result given.

SMILES	CRFBP-R2 block	HCV NS3 hel inh	IMP-1 inhibitor	IDE cell activ	IDE inh	UBC9 SUMO inh	VIM-2 inh	p-CIP stab down	GalR3 antag
Cc1ccc(F)cc1NC(=O)CCC(=O)c1cccs1	-1	7	-6.1	-3	-3	30	-1.3	-13	-1
CCc1cc(C)cc(OCCNC(=O)c2ncn[nH]2)c1	-6	-2	-3.5	5	1	-11	-4.4	0	-3
N#Cc1cc2ccccc2nc1SCC(=O)Nc1ccc(S(=O)(=O)N2CCCC2)cc1	-9	-5	-2.1	0	9	-25	0.6	-39	4
Cc1cc(NC(=O)CSc2nnc(NCc3ccco3)s2)no1	-3	·	·	5	0	·	·	·	-6
Cc1cccc(C(=O)N(Cc2nc3ccccc3c(=O)[nH]2)C2CCCCC2)c1	-28	4	-4.4	2	3	-3	-2.3	-15	-6
COc1ccc(Cl)cc1NC(=O)NCc1ccccn1	-5	-4	-4.0	-7	5	12	-2.6	5	-2
O=C(CN1C(=O)NC2(CCCCC2)C1=O)NCCCSc1ccccc1	-3	·	·	-1	2	·	·	·	-5
Cc1cccc(C)c1NC(=O)CN(C)C(=O)c1ccccc1Cc1ccccc1	-3	·	·	0	3	·	·	·	-6
COc1ccccc1NC(=O)COc1ccc(/C=N/NC(=O)CSCc2ccc(Cl)cc2)cc1	18	9	-0.7	3	5	-20	-1.2	0	-3
CCOC(=O)C1(Cc2cccc(F)c2)CCN(Cc2cnn(CC)c2C)CC1	-7	-7	-2.9	·	0	5	-1.4	-15	-7
CCOC(=O)c1ccc(NC(=O)CCSCCc2ccccn2)cc1	17	-4	-0.9	7	6	7	-0.1	1	-6
O=[N+]([O-])c1cccc(N2Cc3ccccc3C2)c1	10	7	-1.9	-4	2	-8	-1.1	-10	-7
Cc1ccc(C(=O)n2cnnc2N)cc1	2	5	-2.9	2	-1	-10	-1.8	-3	-2
OC(COC(c1ccc(F)cc1)c1ccc(F)cc1)CN1CCCC1 (stereo not drawn)	-1	-14	0.8	4	3	25	-0.2	-24	-10
COc1cccc(-c2cc(C(F)(F)F)n3ncc(C(=O)O)c3n2)c1	5	12	0.2	3	2	6	2.7	0	5
COc1ccc(Cl)cc1NC(=O)Nc1ccc(C(=O)N2CCCC2)cc1	-3	-16	-0.5	-4	-1	-4	-1.1	-1	-3
Cc1ccccc1NC(NC(=O)c1cccnc1)C(Cl)(Cl)Cl (stereo not drawn)	-11	2	-4.3	3	-5	-7	-1.3	1	-10
CCOc1ccc(/C=C(/NC(=O)c2ccc(Cl)cc2)C(=O)O)cc1OCC	-11	2	-0.6	-2	0	16	-0.6	1	5
Clc1ccc(CN2CCCCCC2)cc1	-1	-24	-2.3	4	-1	14	-0.4	-34	-5
COc1cc(OC)c(C2C3=C(CCCC3=O)Nc3nc4ccccc4n32)cc1OC (stereo not drawn)	10	-7	-3.2	5	6	15	-1.6	-8	-4
Cc1cc(C)cc(NC(=O)C2CCCN2S(=O)(=O)c2ccc3c(c2)n(C)c(=O)c(=O)n3C)c1 (stereo not drawn)	5	9	0.5	1	-1	4	2.0	0	-2
CC1CCc2cc(F)ccc2N1C(=O)CSc1nnc2c(n1)[nH]c1ccc(F)cc12 (stereo not drawn)	17	3	-1.9	8	-2	22	-1.8	-2	-11
Cc1cc(=O)n2[nH]c(CCC(=O)O)nc2n1	12	1	-1.5	3	-3	15	-2.3	-13	-1
O=C1c2oc3ccc(F)cc3c(=O)c2C(c2ccccc2)N1CC1CCCO1 (stereo not drawn)	-3	1	-2.6	2	-3	11	-5.4	-15	-1
Cc1cc(C)n(-c2ccc(C(=O)OCC(=O)Nc3ccc(S(N)(=O)=O)cc3)cc2)n1	11	·	·	2	0	·	·	·	-8

Next section
SMILES	CRFBP-R2 block	HCV NS3 hel inh	IMP-1 inhibitor	IDE cell activ	IDE inh	UBC9 SUMO inh	VIM-2 inh	p-CIP stab down	GalR3 antag
Nc1ccc(S(=O)(=O)NC2=NCCCCC2)cc1	-5	0	0.9	5	4	20	0.4	10	-5
Cc1cccc(N(CC(=O)NCc2ccco2)C(=O)CCC(=O)Nc2nccs2)c1C	-11	-2	-2.5	8	2	0	-2.7	6	1
COc1cccc(/C=N/NC(=O)CN(CCc2ccccc2)S(=O)(=O)c2ccc(NC(C)=O)cc2)c1	1	-1	-3.9	3	11	-4	-5.2	-2	-1
Cc1ccc(-n2c(N)c(C(=O)NCc3ccco3)sc2=S)cc1	12	-3	0.8	5	-2	20	-0.6	-13	-4
CNC(=S)Nc1cccc(Cl)c1C	13	-7	-2.1	1	1	17	-3.6	2	-4
COc1cc(S(=O)(=O)N2CCOCC2)cc(C(=O)OCC(=O)NCc2ccco2)c1OC	-2	·	·	1	-2	·	·	·	-1
CCN(CC)CCN1C(=O)C(=O)/C(=C(/O)c2ccc(S(=O)(=O)N3CCOCC3)cc2)C1c1ccccc1 (stereo not drawn)	-2	5	-2.9	2	1	18	-1.8	-1	-6
CN1CCN(c2nc3c(c(=O)n(C)c(=O)n3C)n2Cc2ccc(F)cc2)CC1	-12	0	-2.1	-1	-4	11	0.9	-8	-6
O=C(NCC1COc2ccccc2O1)C1C2C=CC3(CN(Cc4cccs4)C(=O)C13)O2 (stereo not drawn)	-1	2	0.5	-1	-5	-8	0.0	-17	-2
Cc1[nH]c2ccccc2c1C(=O)COC(=O)c1c(-c2ccccc2Cl)noc1C	-1	-9	-1.0	7	2	-6	-1.2	-9	5
Cc1cc(F)ccc1NC(=O)CCCN(C)S(=O)(=O)c1ccc(F)cc1	3	7	-2.0	-5	3	1	-2.9	-19	1
Cc1cc(C)n(-c2nnc(NCc3ccc(Cl)cc3)nn2)n1	-38	18	-3.1	8	-3	8	-1.9	-4	7
CCOC(=O)c1cc(-c2ccccc2)sc1NC(=O)CN1C(=O)NC(CC)(c2ccccc2)C1=O (stereo not drawn)	-22	11	-6.5	6	-5	20	-4.9	-3	-5
Cc1cc(C)n2nc(SCC(=O)NC(=O)NCc3ccco3)nc2n1	-17	-1	-2.8	2	-4	1	-1.6	3	-4
Cc1nn2c(-c3ccc(F)cc3)ccnc2c1Br	-3	9	-1.8	2	-1	21	6.0	-3	-8
Cc1cc2nc(-c3ccc[nH]c3=O)n(Cc3ccc(F)cc3)c2cc1C	-4	-14	-1.6	5	-3	42	0.5	2	-10
COc1ccc2c(c1)c(C(=O)CN1CCCCC1)c(C)n2C	-9	·	·	3	-5	·	·	·	-3
Cc1cccc(NC(=O)c2nc[nH]c2C(=O)Nc2ccccc2[N+](=O)[O-])c1	-3	-11	0.7	0	10	-10	0.0	-11	-7
COc1cc(OC)c(N(C)S(=O)(=O)c2cccc(C(=O)Nc3nccs3)c2)cc1Cl	0	·	·	3	6	·	·	·	-3
COC(=O)NC(C)N1C(=O)C2C3C=CC(C3)C2C1=O (stereo not drawn)	1	4	-3.0	5	0	-28	-3.5	0	-7
O=C(/C=C/c1ccccn1)c1cc(Cl)cc(Cl)c1O	20	13	-3.3	-1	5	18	-1.8	-21	2
COc1ccc(NS(=O)(=O)c2cc(NC(=O)COc3ccccc3)ccc2N2CCOCC2)cc1	-1	·	·	1	-1	·	·	·	-2
O=C(C1CCC1)N1CCCc2cc(S(=O)(=O)N3CCN(c4ccccc4)CC3)ccc21	13	-1	-2.1	-4	-1	2	0.5	-14	-8
CCCCOC(=O)CCNc1n[nH]c(=O)[nH]c1=O	-11	0	-1.4	1	3	-2	-1.2	3	-2
Cc1cccc(C)c1NC(=O)CNC(=O)c1cccc(S(=O)(=O)NCc2cccs2)c1	3	·	·	-2	-1	·	·	·	-7
O=C(Nc1ccncc1)c1cccc(S(=O)(=O)N2CCc3ccccc32)c1	10	·	·	9	3	·	·	·	76*
O=[N+]([O-])c1cccc(N/N=C/c2cccc3ccccc23)c1	-18	-2	-4.6	-2	6	7	-4.2	-5	0
O=C(Cn1nc([N+](=O)[O-])nc1Br)NC(c1ccccc1)c1ccccc1	48	7	-0.4	9	2	-3	-1.7	-16	-2

Filtered by structure, those above with an aryl methoxy group
SMILES	CRFBP-R2 block	HCV NS3 hel inh	IMP-1 inhibitor	IDE cell activ	IDE inh	UBC9 SUMO inh	VIM-2 inh	p-CIP stab down	GalR3 antag
COc1ccc(Cl)cc1NC(=O)NCc1ccccn1	-5	-4	-4.0	-7	5	12	-2.6	5	-2
COc1ccccc1NC(=O)COc1ccc(/C=N/NC(=O)CSCc2ccc(Cl)cc2)cc1	18	9	-0.7	3	5	-20	-1.2	0	-3
COc1cccc(-c2cc(C(F)(F)F)n3ncc(C(=O)O)c3n2)c1	5	12	0.2	3	2	6	2.7	0	5
COc1ccc(Cl)cc1NC(=O)Nc1ccc(C(=O)N2CCCC2)cc1	-3	-16	-0.5	-4	-1	-4	-1.1	-1	-3
COc1cc(OC)c(C2C3=C(CCCC3=O)Nc3nc4ccccc4n32)cc1OC (stereo not drawn)	10	-7	-3.2	5	6	15	-1.6	-8	-4
COc1cccc(/C=N/NC(=O)CN(CCc2ccccc2)S(=O)(=O)c2ccc(NC(C)=O)cc2)c1	1	-1	-3.9	3	11	-4	-5.2	-2	-1
COc1cc(S(=O)(=O)N2CCOCC2)cc(C(=O)OCC(=O)NCc2ccco2)c1OC	-2	·	·	1	-2	·	·	·	-1
COc1ccc2c(c1)c(C(=O)CN1CCCCC1)c(C)n2C	-9	·	·	3	-5	·	·	·	-3
COc1cc(OC)c(N(C)S(=O)(=O)c2cccc(C(=O)Nc3nccs3)c2)cc1Cl	0	·	·	3	6	·	·	·	-3
COc1ccc(NS(=O)(=O)c2cc(NC(=O)COc3ccccc3)ccc2N2CCOCC2)cc1	-1	·	·	1	-1	·	·	·	-2

A second format for two compounds above:
SMILES | CRFBP-R2 block | HCV NS3 hel inh | IMP-1 inhibitor | IDE cell activ | IDE inh | UBC9 SUMO inh | VIM-2 inh | p-CIP stab down | GalR3 antag
Cc1cccc(C)c1NC(=O)CNC(=O)c1cccc(S(=O)(=O)NCc2cccs2)c1 | 3 | · | · | -2 | -1 | · | · | · | -7
O=C(/C=C/c1ccccn1)c1cc(Cl)cc(Cl)c1O | 20 | 13 | -3.3 | -1 | 5 | 18 | -1.8 | -21 | 2
